Assay outcomes from PubChem BioAssay.
USP1 inh: blocks the human USP1/UAF1 deubiquitinase complex | 0.23% of 390,000 active | O94782 | Potency, µM (top dose mostly 57.1 µM), inactives show at the highest dose activity change, negative = inhibition, usual class: inhibitors | recombinant USP1/UAF1, Ub-Rhodamine cleavage fluorescence; further: potency means the concentration at half of the fitted maximal effect; on the % scale 0 is the no-effect control and ±100 the full control effect; nearly all actives have a fitted effect of over 60% in size; inactives centre near -12
Target sequence (O94782 whole entry, looked up): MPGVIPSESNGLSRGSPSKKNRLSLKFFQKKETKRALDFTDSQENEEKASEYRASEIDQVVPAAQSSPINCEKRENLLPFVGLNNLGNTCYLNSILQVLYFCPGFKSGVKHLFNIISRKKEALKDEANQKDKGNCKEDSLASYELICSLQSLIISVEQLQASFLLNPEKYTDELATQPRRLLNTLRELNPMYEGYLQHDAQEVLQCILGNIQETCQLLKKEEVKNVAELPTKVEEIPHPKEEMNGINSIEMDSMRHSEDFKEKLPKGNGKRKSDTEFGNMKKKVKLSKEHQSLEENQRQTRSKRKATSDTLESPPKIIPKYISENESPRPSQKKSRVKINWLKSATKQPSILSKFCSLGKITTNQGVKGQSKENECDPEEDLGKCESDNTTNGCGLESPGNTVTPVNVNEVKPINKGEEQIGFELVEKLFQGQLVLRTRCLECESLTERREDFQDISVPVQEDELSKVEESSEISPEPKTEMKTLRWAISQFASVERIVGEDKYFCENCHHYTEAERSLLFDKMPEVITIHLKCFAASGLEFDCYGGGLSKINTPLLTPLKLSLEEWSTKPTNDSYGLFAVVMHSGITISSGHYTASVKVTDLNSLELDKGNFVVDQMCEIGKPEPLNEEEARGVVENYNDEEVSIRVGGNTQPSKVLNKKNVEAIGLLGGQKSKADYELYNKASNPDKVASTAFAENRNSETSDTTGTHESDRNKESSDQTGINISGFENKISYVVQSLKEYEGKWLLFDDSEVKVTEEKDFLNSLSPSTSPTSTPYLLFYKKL
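USP1/UAF1 complex at 1 nM was preincubated with compound for 15 min at room temperature, then Ub-Rho substrate (150nM final) was added. Fluorescence (480/540 nm) was read kinetically, 6 reads every 60 seconds.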
PI4K2A inh: PI4K2A (human) kinase inhibition; activity change, negative = inhibition, % at 76.9 µM; purified PI4K2A, ADP-Glo luminescence, 1 h; stronger effect = lower value; AID 1346378; 0.13% of 420,000 active; in the data active means activity change below about -50%; inconclusive means mostly about -30% to -49%;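 further: -100% = wells without enzyme as full effect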
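PI4K2A activity was measured by ADP-Glo luminescence: enzyme (4 ug/mL stock) and phosphatidylinositol (1.2 mM stock) in Tris pH 7.5/MgCl2/EGTA/Triton X-100 buffer were reacted with ATP (300 microM stock) for one hour at ambient temperature.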
TRHR agonist: activates the human TRH receptor | activation, % at 2 µM | 0.18% of 360,000 active | TRHR cells, calcium flux fluo-8, FDSS agonist mode | P34981 | AID 493084; in the data active means activation above about 30%; further: 0% is about no effect
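Fluo-8-loaded TRHR cells; 10 s baseline, compound added, kinetic Ca2+ fluorescence read 1/s, agonist mode.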
mIDH1 inhibitor: inhibitors of human mutant IDH1 R132H. 0.093% of 390,000 active. O75874. IDH1-R132H enzyme, NADPH consumption, diaphorase/resazurin fluorescence. Potency, µM (doses to about 76.6 µM), inactives show top-dose activity change, negative = inhibition, actives largely listed as inhibitors; further: potency means the concentration at half of the fitted maximal effect; on the % scale 0 is the no-effect control and ±100 the full control effect; nearly all actives have a fitted effect of over 65% in size
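IDH1-R132H (0.5 ug/mL dispensed) in pH 7.5 Tris buffer was preincubated 30 min with compound, then given a substrate mix of 0.016 mM NADPH and 2 mM alpha-KG for 80 min at room temperature; remaining NADPH was read by diaphorase/resazurin fluorescence.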
TrxR1 inh: blocks rat thioredoxin reductase 1; recombinant rTrxR1, NADPH fluorescence consumption, selenite substrate; 1% of 390,000 active; Potency, µM (series often up to 114 µM), for inactives: at the highest dose activity change, negative = inhibition, most hits filed as inhibitors; further: potency means the concentration at half of the fitted maximal effect; on the % scale 0 is the no-effect control and ±100 the full control effect; nearly all actives have a fitted effect of over 65% in size
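Rat TrxR1 (90 nM in the dispensed reagent) was pre-reduced with 400 uM NADPH for 5 min at room temperature, then incubated with compound for 15 min. After 400 uM selenite was added, NADPH fluorescence (Ex 340/Em 450 nm) was followed for 8 min.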
D2 ag: D2 dopamine receptor (human) agonism; P14416; HEK293 T-REx D2 cells, calcium flux agonist mode; activation, % at 2 µM; 0.53% of 340,000 active; AID 485358;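 active means activation over 3 SD above normal in the single-dose calcium agonist read, cut at about 30% in these data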; further: 0% is about no effect
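Tetracycline-induced HEK293 Trex cells with D2 receptor force-coupled to calcium signaling, plated overnight at 30 C and loaded with no-wash calcium dye. Calcium flux read kinetically for 180 s after compound addition; responses flag agonists.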
TrxR1 substrate: substrates of rat thioredoxin reductase 1; Potency, µM (titrated, usually from 114 µM), inactives show at the highest dose activity change, negative = substrate turnover; AID 588456; O89049; 0.01% of 390,000 active; purified TrxR1 substrate turnover, NADPH consumption readout; further: potency means the concentration at half of the fitted maximal effect; on the % scale 0 is the no-effect control and ±100 the full control effect; nearly all actives have a fitted effect of over 50% in size
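Rat TrxR1, dispensed at 90 nM, was prereduced with 400 uM NADPH (final) for 5 min at ~22 deg C, then incubated with compound 15 min before 400 uM selenite. A first-read NADPH fluorescence drop versus no-compound background flagged substrates.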
D2 antag: antagonists of human D2 dopamine receptor. P14416. HEK293 TREx D2 cells, calcium flux, dopamine EC80. inhibition, % at 10 µM. 2% of 340,000 active. AID 485344; in the data active means inhibition above about 30%; further: 0% is about no effect
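Cells plated overnight at 30 C with tetracycline; no-wash calcium dye, 30–90 min RT; 10 s baseline; compound pinned; 180 s read; EC80 dopamine added; another 180 s read.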
TRHR enhancer: TRH receptor (human) allosteric enhancement. enhancement, % at 2 µM. TRHR cells, fluo-8 calcium fluorescence, EC20 TRH enhancement. 0.66% of 360,000 active; in the data active means enhancement above about 30%; further: 0% is about no effect
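TRHR-expressing cells loaded with fluo-8 calcium dye were read kinetically (ex 480/em 530) during compound addition, then stimulated with an EC20 of TRH (10 nM final). Enhancement of the Gq-mediated intracellular calcium response was scored.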
* = called active by the depositor; ? = inconclusive; . = no result given; [ ] = another dose, or the depositor's remark. Unless noted, the call rests on the fitted dose curve; in most records, active means well fitted inhibition curve with a large enough effect; inconclusive means small, poorly fitted or top-dose-only effect; inactive means no such curve, though single readings can be large or run the other way.

Letters – A = USP1 inh; B = PI4K2A inh; C = TRHR agonist; D = mIDH1 inhibitor; E = TrxR1 inh; F = D2 ag; G = TrxR1 substrate; H = D2 antag; I = TRHR enhancer
O=C(c1cccc(F)c1)N1CCC(c2c[nH]c3ccccc23)(c2c[nH]c3ccccc23)CC1
  A = -26%	B = -9	C = 0.5	D = 0%	E = -8%	F = -0.5	G = -2%	H = .	I = -6
COc1ccc(-n2c(/C=C/c3ccccc3F)nc3cc(OC)c(OC)cc3c2=O)cc1Cl
  A = -21%	B = -6	C = -0.6	D = -17%	E = 3%[57.1 µM]	F = -0.2	G = -4%[57.1 µM]	H = .	I = -3
Cc1ccccc1CN1CCN(CCCc2ccccc2)C(CCO)C1 (centres undefined)
  A = -11%	B = 2	C = -0.4	D = 2%	E = 22%	F = 1.3	G = 0%	H = 38*	I = -3
COc1cc(-c2n[nH]c(=S)n2-c2ccc(Br)cc2)cc(OC)c1OC
  A = -13%	B = 1	C = 1.6	D = -7%	E = ?	F = -0.8	G = 1%	H = 6	I = -2
Cc1cccc(Nc2nnc(SCC(=O)NC3CCCc4ccccc43)s2)c1 (centres undefined)
  A = -15%	B = 1	C = -0.7	D = -1%	E = 4%[57.1 µM]	F = -1.4	G = -5%	H = 5	I = 4
Cc1ccc(-c2cc(C(=O)NC3=NCCS3)c3ccccc3n2)cc1C
  A = -27%	B = -10	C = 0.4	D = 5%	E = 32%[0.0914 µM]	F = 0.2	G = 9%	H = 8	I = 8
CCCCn1c(SCc2c(C)noc2C)nc2cc(S(N)(=O)=O)ccc21
  A = -19%	B = 4	C = 0.6	D = 1%	E = -19%	F = -1.3	G = -5%	H = 1	I = -1
COc1ccc(CN(C)C2c3ccccc3-c3ccccc32)cc1
  A = -6%	B = 1	C = 0.2	D = 5%	E = -16%	F = 0.0	G = -12%	H = 0	I = -2
CCc1ccc2[nH]c(=O)c(CN(CCN(CC)CC)C(=O)NC3CCCCC3)cc2c1
  A = -24%	B = -6	C = 0.8	D = 6%	E = -3%	F = -0.8	G = 2%	H = -12	I = 2
CN(C)C1=NC[C@H](Cc2ccccc2)N1CC1CCC(C(C)(C)C)CC1 (some centres undefined)
  A = ?	B = 2	C = 0.8	D = -7%	E = 23%[57.1 µM]	F = 0.7	G = 9%[57.1 µM]	H = -20	I = -3
O=C(COc1ccc(F)cc1)Nc1ccc2nc(SCc3ccccc3)sc2c1
  A = ?	B = -5	C = 1.0	D = -3%	E = 32%	F = 0.5	G = 6%	H = .	I = -3
O=C(CSc1nnc(-c2ccc(S(=O)(=O)N3CCCC3)cc2)n1CC1CCCO1)NC1CC1 (centres undefined)
  A = -12%	B = 1	C = 0.4	D = -1%	E = 11%[57.1 µM]	F = 1.2	G = 8%[57.1 µM]	H = -4	I = -3
O=C(COc1ccc2c3c(c(=O)oc2c1)CCCC3)NCCCn1ccnc1
  A = 1%	B = -7	C = 0.1	D = -1%	E = -8%	F = 0.4	G = 25%	H = 6	I = -1
O=C(NC1CCCC1)C(c1ccc(F)cc1)N(Cc1ccc(Cl)cc1)C(=O)CCl (centres undefined)
  A = -17%	B = -1	C = -0.5	D = -1%	E = ?	F = -0.2	G = -5%	H = -6	I = 1
Cc1ccc(S(=O)(=O)N(CC(=O)N/N=C/c2ccccc2C(=O)O)c2cc(Cl)cc(Cl)c2)cc1
  A = -19%	B = 10	C = -0.4	D = -14%	E = 1%	F = 3.6	G = -6%	H = -2	I = -4
O=C(NCCCn1ccnc1)c1cc(Br)c(Br)s1
  A = -15%	B = 1	C = -0.1	D = 3%	E = 11%	F = 0.6	G = 3%	H = 13	I = 0
CCCCN1C(=O)/C(=C/C=C2\Oc3ccccc3N2CC)SC1=S
  A = ?	B = 4	C = 98*	D = 16%	E = -8%	F = 61*	G = -5%	H = -7	I = 4
CCN(CC)CCNC(=O)/C(=C/c1cn(CC)c2ccccc12)NC(=O)c1cc(OC)c(OC)c(OC)c1
  A = -16%	B = -6	C = 0.3	D = 5%	E = 28%	F = 0.8	G = 1%	H = 7	I = 2
COCCCNc1oc(-c2ccccc2OC)nc1C#N
  A = -13%	B = 7	C = -1.4	D = 2%	E = 8%	F = -1.1	G = 485%[activator]	H = 0	I = 3
CC(C)(C)C(=O)c1cnc(Nc2ccccc2Cl)s1
  A = -10%	B = -1	C = 3.0	D = 0%	E = -5%	F = -0.2	G = -6%	H = 6	I = -2
COc1ccc(NC(=O)COC(=O)C2CC(=O)N(c3ccc(C)cc3)C2)cc1 (centres undefined)
  A = -19%	B = 0	C = -1.5	D = 0%	E = 2%	F = 0.6	G = -1%	H = -5	I = 5
CCc1ccccc1NC(=O)/C(=C/c1ccco1)c1ccccc1
  A = -24%	B = 7	C = 1.0	D = 10%	E = -20%[57.1 µM]	F = -0.9	G = 5%[57.1 µM]	H = 14	I = 2
CC(C)OP(=O)(OC(C)C)C(NC(=O)c1ccccc1)C(N)=O (centres undefined)
  A = -13%	B = 0	C = 0.2	D = 0%	E = 9%	F = 0.7	G = 1%	H = 16	I = -6
Fc1cccc(Cl)c1CNCCSc1nnnn1-c1ccccc1
  A = -10%	B = 4	C = -2.3	D = -6%	E = -19%	F = -0.6	G = -11%	H = .	I = -7
CCC(CC)NC(=O)COn1nnc2ccc(S(=O)(=O)N3CCOCC3)cc21
  A = -6%	B = -4	C = -0.2	D = -1%	E = -7%	F = 0.3	G = -6%	H = 26	I = 2

A few values from the results shown:
Cc1ccc(S(=O)(=O)N(CC(=O)N/N=C/c2ccccc2C(=O)O)c2cc(Cl)cc(Cl)c2)cc1 @ D2 antag: -2
O=C(NCCCn1ccnc1)c1cc(Br)c(Br)s1 @ mIDH1 inhibitor: 3%

The list continues:
Letters – A = USP1 inh; B = PI4K2A inh; C = TRHR agonist; D = mIDH1 inhibitor; E = TrxR1 inh; F = D2 ag; G = TrxR1 substrate; H = D2 antag; I = TRHR enhancer
CC1=Nc2cc(C(=O)NCCc3ccccc3)ccc2Sc2c(C)ccc(C)c21
  A = -32%	B = -3	C = 0.1	D = -1%	E = 10%	F = -0.1	G = -5%	H = .	I = 3
CCCCN1/C(=C/c2ccc3ccccc3[n+]2CC)Sc2ccccc21
  A = -24%	B = -5	C = 18	D = -5%	E = -20%	F = 14	G = -10%	H = 16	I = 1
Cc1ccccc1NS(=O)(=O)c1ccc(C(=O)N2CCCC2)cc1
  A = 0%	B = 6	C = -0.1	D = -2%	E = -12%	F = 0.4	G = -11%	H = 0	I = 9
O=C(N/N=C/c1ccc(O)cc1)c1cccc(C(F)(F)F)c1
  A = -11%	B = -1	C = -0.5	D = -2%	E = -8%	F = -1.0	G = -13%	H = -1	I = -3
Cc1nnc(NC(=O)CSc2nnc(CNC(=O)C34CC5CC(CC(C5)C3)C4)n2C2CCCCC2)s1
  A = -16%	B = -6	C = 0.1	D = -6%	E = 24%[57.1 µM]	F = 0.9	G = 7%[57.1 µM]	H = 8	I = 1
CN(C(=O)c1ccc(NC(=O)Cc2ccc(NC(=O)C3CCN(C(=O)c4ccccc4)CC3)cc2)cc1)C1CC1
  A = -6%	B = -8	C = 0.0	D = 2%	E = 29%	F = 0.6	G = 12%[57.1 µM]	H = -3	I = 2
Cc1cnc(SCc2cnc(C)nc2N)nc1
  A = -27%	B = -1	C = 0.2	D = -7%	E = 16%	F = 0.8	G = 6%	H = -5	I = -5
Oc1ccccc1-c1cc(-c2ccc(Cl)cc2)n[nH]1
  A = -21%	B = -2	C = 0.8	D = 12%	E = 3%	F = .	G = 0%	H = .	I = -4
O=C(CN1C(=O)COc2ccc(S(=O)(=O)N3CCOCC3)cc21)N1CCN(c2cccc(Cl)c2)CC1
  A = -27%	B = 5	C = -0.2	D = 12%	E = 10%	F = 1.4	G = -4%	H = .	I = 3
Cc1c(C)c2cc3c4c(oc3c(C)c2oc1=O)CCCC4
  A = -29%	B = 0	C = -0.2	D = -6%	E = 2%	F = -0.6	G = 8%	H = 1	I = 4
CCCN(CCC)CCCNC(=O)CCNS(=O)(=O)c1ccc(Br)cc1
  A = 7%	B = 1	C = -1.2	D = -4%	E = 7%	F = 0.9	G = 2%	H = 9	I = 4
CCC(=O)Nc1cccc(-c2nc3ccc(C)cc3o2)c1
  A = -1%	B = -2	C = 0.3	D = -6%	E = 31%	F = .	G = 13%	H = .	I = -3

Eight entries already listed, arranged by number of heavy atoms, rising:
Letters – A = USP1 inh; B = PI4K2A inh; C = TRHR agonist; D = mIDH1 inhibitor; E = TrxR1 inh; F = D2 ag; G = TrxR1 substrate; H = D2 antag; I = TRHR enhancer
Cc1cnc(SCc2cnc(C)nc2N)nc1
  A = -27%	B = -1	C = 0.2	D = -7%	E = 16%	F = 0.8	G = 6%	H = -5	I = -5
Oc1ccccc1-c1cc(-c2ccc(Cl)cc2)n[nH]1
  A = -21%	B = -2	C = 0.8	D = 12%	E = 3%	F = .	G = 0%	H = .	I = -4
Cc1c(C)c2cc3c4c(oc3c(C)c2oc1=O)CCCC4
  A = -29%	B = 0	C = -0.2	D = -6%	E = 2%	F = -0.6	G = 8%	H = 1	I = 4
Cc1ccccc1NS(=O)(=O)c1ccc(C(=O)N2CCCC2)cc1
  A = 0%	B = 6	C = -0.1	D = -2%	E = -12%	F = 0.4	G = -11%	H = 0	I = 9
CCCCN1/C(=C/c2ccc3ccccc3[n+]2CC)Sc2ccccc21
  A = -24%	B = -5	C = 18	D = -5%	E = -20%	F = 14	G = -10%	H = 16	I = 1
CC1=Nc2cc(C(=O)NCCc3ccccc3)ccc2Sc2c(C)ccc(C)c21
  A = -32%	B = -3	C = 0.1	D = -1%	E = 10%	F = -0.1	G = -5%	H = .	I = 3
Cc1nnc(NC(=O)CSc2nnc(CNC(=O)C34CC5CC(CC(C5)C3)C4)n2C2CCCCC2)s1
  A = -16%	B = -6	C = 0.1	D = -6%	E = 24%[57.1 µM]	F = 0.9	G = 7%[57.1 µM]	H = 8	I = 1
CN(C(=O)c1ccc(NC(=O)Cc2ccc(NC(=O)C3CCN(C(=O)c4ccccc4)CC3)cc2)cc1)C1CC1
  A = -6%	B = -8	C = 0.0	D = 2%	E = 29%	F = 0.6	G = 12%[57.1 µM]	H = -3	I = 2
